# TIM10 inh = TIM10 yeast growth inhibition; S. cerevisiae TIM10 strain growth, BacTiter-Glo luminescence, 24 h; inhibition, % at 10 µM; hit rate 1.4% among 330,000;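 active means inhibition of 40% or more at the single tested concentration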;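 further: wild-type TIM10 isogenic control strain grown at permissive 25 °C; 0% = DMSO yeast wells and 100% = minimal medium wells without yeast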
# hIAP inh = blocks human intestinal alkaline phosphatase; P09923; purified IAP, CDP-Star luminescence, 30 min; inhibition, % at 10 µM; hit rate 0.12% among 330,000; AID 2544;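 active means inhibition reaching a set limit with compound at 10 µM in the primary screen, cut at about 35% in these data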;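 further: plate controls were DMSO wells with enzyme for no effect and no-enzyme buffer wells for full effect; values of inactives mirror those of a sister screen read the other way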
# Target sequence (P09923 whole entry, looked up): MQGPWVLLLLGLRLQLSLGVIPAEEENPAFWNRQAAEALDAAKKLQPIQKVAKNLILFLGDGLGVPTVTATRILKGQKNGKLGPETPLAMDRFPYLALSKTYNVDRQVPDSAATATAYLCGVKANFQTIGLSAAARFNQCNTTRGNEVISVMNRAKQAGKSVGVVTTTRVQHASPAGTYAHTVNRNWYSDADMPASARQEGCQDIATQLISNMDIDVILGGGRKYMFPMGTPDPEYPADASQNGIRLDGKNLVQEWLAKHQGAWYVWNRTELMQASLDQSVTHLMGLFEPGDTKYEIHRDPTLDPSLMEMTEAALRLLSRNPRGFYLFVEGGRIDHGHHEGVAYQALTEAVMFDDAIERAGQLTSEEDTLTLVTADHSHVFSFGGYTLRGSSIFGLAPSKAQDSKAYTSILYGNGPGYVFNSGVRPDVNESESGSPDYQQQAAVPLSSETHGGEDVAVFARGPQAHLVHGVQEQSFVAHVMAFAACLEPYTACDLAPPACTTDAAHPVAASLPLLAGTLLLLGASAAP
# hIAP activ = human IAP activation; P09923; purified human IAP, CDP-Star luminescence, 30 min; hits give high values; 1 = vehicle-only enzyme, 0 = enzyme-free background; activation factor at 10 µM; hit rate 0.16% among 330,000; AID 2524;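 active means activation factor of the enzyme at least 2-fold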; further: the source names both 10 and 20 µM as test concentration; values of inactives mirror those of a sister screen read the other way
# NLRP3 yeast inh = inhibitors of NALP3 inflammasome in yeast; Yeast reconstituted NLRP3/ASC/caspase-1, beta-gal luminescence, 24 h; inhibition, % at 10 µM; hit rate 0.39% among 330,000;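 active means inhibition of 50% or more; inactive means inhibition below 50%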;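 further: plate controls were induced DMSO wells for no effect and uninduced yeast grown without galactose for full effect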
# tim10-1 inh = tim10-1 yeast growth inhibition; S. cerevisiae tim10-1 ts strain growth, BacTiter-Glo, 24 h; inhibition, % at 20 µM; hit rate 2.2% among 330,000;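 active means inhibition of at least 40%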;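 further: mutant grown at 25 °C; 0% = DMSO wells with yeast and 100% = wells holding no yeast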
# Apaf1 inhib = human Apaf-1 inhibition | reconstituted apoptosome caspase-3 activity, DEVD-Rh110 fluorescence | AID 489030 | hit rate 0.71% among 330,000 | inhibition, % at 20 µM | O14727; active means inhibition of at least 40% at 20 µM;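 further: plate controls were DMSO wells for no effect and DEVD-CHO caspase inhibitor wells for full effect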
#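 Material: reconstituted apoptosome with Apaf-1, cytochrome c, caspase-9, procaspase-3, dATP. Technique: Rh110 fluorescence intensity. Buffer or medium: pH 7.5 Hepes buffer with CHAPS, BSA, DTT. Times: 30 min plus 50 min, RT.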
# mIAP act = increases mouse intestinal alkaline phosphatase activity; muIAP, CDP-Star luminescence, 30 min; hits give high values; 1 = vehicle-only enzyme signal, 0 = enzyme-free wells; activation factor at 10 µM; hit rate 0.24% among 330,000; AID 2805;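 active means activation factor of at least 2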; further: the source names both 10 and 20 µM as test concentration; values of inactives mirror those of a sister screen read the other way
#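 also added = chemiluminescent substrate CDP-Star | test system = mouse IAP enzyme | signal = chemiluminescence readout | compound = DMSO-dissolved test compounds | incubation = 30 min at room temperature | benchmarks = DMSO wells, no-enzyme wells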
# ATG4B inhibitor = blocks human ATG4B protease cleavage of LC3 substrate; ATG4B cleavage of LC3-PLA2, NBD-HPC fluorescence, 1 h; inhibition, % at 8.33 µM; hit rate 0.51% among 340,000; AID 504462; in the data active means inhibition above about 40%
# Target sequence (Q9Y4P1 whole entry, looked up): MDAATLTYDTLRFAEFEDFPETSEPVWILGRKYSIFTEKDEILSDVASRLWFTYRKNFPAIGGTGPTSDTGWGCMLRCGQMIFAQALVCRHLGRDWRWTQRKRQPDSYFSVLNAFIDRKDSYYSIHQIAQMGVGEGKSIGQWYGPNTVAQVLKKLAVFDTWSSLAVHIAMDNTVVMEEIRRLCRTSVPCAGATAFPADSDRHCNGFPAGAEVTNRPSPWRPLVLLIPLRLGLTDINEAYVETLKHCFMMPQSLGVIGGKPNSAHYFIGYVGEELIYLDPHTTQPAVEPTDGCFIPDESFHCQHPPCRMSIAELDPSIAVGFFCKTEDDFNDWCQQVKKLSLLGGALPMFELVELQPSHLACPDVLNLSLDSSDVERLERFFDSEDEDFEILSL
# mIAP block = blocks mouse intestinal alkaline phosphatase. purified mouse IAP, CDP-Star luminescence, 30 min. hit rate 0.2% among 330,000. AID 2806. inhibition, % at 10 µM;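 active means inhibition of at least 40% at 10 µM in the primary screen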;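 further: plate controls were DMSO with enzyme for no effect and no enzyme wells for full effect; values of inactives mirror those of a sister screen read the other way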
# * = called active by the depositor; . = no result given; & = joins results of further samples.
SMILES,TIM10 inh,hIAP inh,hIAP activ,NLRP3 yeast inh,tim10-1 inh,Apaf1 inhib,mIAP act,ATG4B inhibitor,mIAP block
CCc1ccc(N2CCN(C(=O)c3ccc(OC)c(OC)c3)CC2)cc1,0,10,0.9,5,9,-5,0.91,-10,9
COc1ccc(C(=O)CSc2nnc(CCc3ccccc3)n2-c2ccccc2)cc1,30,9,0.91,21,26,8,0.89,10,11
CCC(CC)C(=O)Nc1cccc(C(=O)NCc2ccco2)c1,-13,-13,1.1,-11,7,-6,1,-3,-4
Clc1ccc2nc(N3CCCCC3)[nH]c2c1,11,0,1,-2,15,-1,1,7,0
CCc1ccc(NC(=O)CCNC(=O)Cn2ccc3ccccc3c2=O)cc1,-13,0,1,26,-10,2,1,-15,-3
O=C(NCCN1CCOCC1)c1ccccc1Oc1ccccc1,16,19,0.81,8,0,-8,1.1,-13,-6
O=c1c2ccccc2nc2n1CCCN2,0,-2,1,2,-13,-4,0.9,-1,10
CCCCn1c(NC(C)CC)nc2c1c(=O)[nH]c(=O)n2C (stereo not given),-5,8,0.92,14,5,-2,0.95,-4,5
CN(C)c1cccc(C(=O)NCC2CCCO2)c1 (stereo not given),3,-16,1.2,5,7,-19,0.97,-6,3
O=C(Cc1cccc2ccccc12)N/N=C/c1ccc(Sc2cccc3cccnc23)o1,13,-6,1.1,15,30,16,0.96,.,4
N#C/C(=C\c1cccc(O)c1)C(=O)Nc1ccc2c(c1)OCCO2,38,-4,1,14,20,-4,1,-11,0
O=C(Nc1ccc(NC(=O)c2ccccc2F)cc1)c1ccccc1F,-6,-9,1.1,-2,1,-15,0.98,-3,2
CCCN(CC(=O)Nc1ccccc1C)C(=O)/C=C/c1cccs1,12,-15,1.1,-8,27,2,1.1,-3,-6
O=C(CN1C(=O)NC2(CCc3ccccc32)C1=O)NCCc1ccccc1 (stereo not given),6,-7,1.1,19,4,2,1.1,-6,-5
CCc1nnc(NC(=O)c2ccc(OCc3c(C)noc3C)c(OC)c2)s1,1,1,0.99,-3,-10,9,1,-6,-2
O=C(NCc1ccncc1)NC12CC3CC(CC(C3)C1)C2,18,5,0.95,2,3,-5,1.1,-1,-5
CN1CCN(S(=O)(=O)c2ccc(NC(=O)C(C)(C)C)cc2)CC1,2,10,0.9,-1,3,-17,1,-4,-4
CC(=O)Nc1ccc(C=NNc2ccc(S(=O)(=O)Nc3ccccc3C(=O)O)cc2[N+](=O)[O-])cc1,0,33,0.67,20,8,-1,0.62,11,38
O=C1c2ccccc2C(=O)N1CCCn1ccnc1,0,4,0.96,17,3,-13,1,-1,-2
COc1ccc2c(CN3CCN(S(=O)(=O)c4cccs4)CC3)cc(=O)oc2c1,52*,7,0.93,12,38,19,0.89,-16,11
CCOC(=O)N1CCN(C(=O)/C(=C/c2cccc3ccccc23)NC(=O)c2ccc(OC)c(OC)c2)CC1,-3,-9,1.1,2,7,6,1.1,-16,-7
COc1cc(/C=C(\NC(=O)c2ccccc2)C(=O)NCCO)c([N+](=O)[O-])cc1OC,14,-3,1,-8,5,0,1,-10,-2
Cc1ccc(-c2noc(CNC(=O)COc3ccccc3C)n2)cc1,1,9,0.91,11,22,16,1,2,-2
CCOc1cc(/C=N/Nc2cccc(C(=O)O)c2)ccc1OCC(=O)N1CCCCC1,-6,0,1,15,-12,8,0.94,-6,6
COc1ccc2nc3cccc(OC)c3nc2c1,6,10,0.9,27,3,97*,0.98,-9,2
c1ccc(C2[C@H]3CN(CC4CCCCC4)[C@H](c4ccccc4)C34CC2(c2ccccc2)C4)cc1 (stereo not given in full),19,27,0.73,0,15,9,0.96,-5,4
CC(C)[C@H](N)c1nnc(SCC(=O)c2ccc(Cl)cc2)o1,-2,15,0.85,-6,13,-17,0.93,5,7
COc1ccccc1NC(=O)CN(c1ccccc1F)S(C)(=O)=O,3,4,0.95,-6,15,3,1.1,-8,-12
CN(c1ccc(C(=O)NC2CC3CCC2C3)cc1)S(C)(=O)=O (stereo not given),-3,-6,1.1,3,8,-16,0.92,0,8
C=CCNC(=S)NCC,0,8,0.92,7,1,0,0.91,1,9
O=C(NC(=S)NCc1ccc(Cl)cc1Cl)c1ccco1,7,1,0.99,6,16,15,0.95,8,5
CC(CCC(=O)Nc1nncs1)C(=O)O (stereo not given),-6,2,0.98,12,4,-8,0.97,-3,3
COc1ccc(OC)c(-c2c[n+](=O)c3c(n2[O-])CCCC3)c1,-11,1,0.99,18,12,0,1,5,-1
CN(C)/C=C/C(=O)c1cccc(Oc2ncccn2)c1,3,4,0.96,24,-3,-15,0.96,0,4
NS(=O)(=O)c1ccc2c(c1)oc(=O)c1cc(S(N)(=O)=O)ccc12,2,3,0.97,8,-6,-2,0.52,-9,48*
CCC(C)(C)NC(=O)CCn1c(-c2ccccc2)cc(C(C)=O)c1C,14,-10,1.1,8,22,-7,0.94,3,6
O=C(c1ccc(=O)[nH]n1)N1CCN(S(=O)(=O)c2ccc(C(F)(F)F)cc2)CC1,-4,-12,1.1,10,4,-8,0.85,-3,15
COC(=O)/C(C#N)=C/c1c(N2CCCCCC2)nc2ccccn2c1=O,-8,4,0.96,10,18,-3,0.97,3,3
COc1cc(C(=O)NCc2cccnc2)ccc1OCC(=O)Nc1cccc(C(F)(F)F)c1,5,-3,1,7,0,3,1.1,0,-10
Cc1ccc(N2C(=O)C3C(c4ccccc4)N4CCCN4C3(C)C2=O)cc1 (stereo not given),6,-6,1.1,11,19,0,0.98,-4,2
Cc1ccc(-n2c(O)cnc2Nc2nc(C)cc(C)n2)cc1,-1,9,0.91,3,-5,-25,1,4,0
C/C(N)=C(/C#N)C(=O)CSc1nnc(SCc2ccc(Cl)cc2)s1,18,11,0.89,3,16,13,0.9,-1&-15,10
Cc1cc(=O)[nH]c(SCC(=O)NC2CCCCCCC2)n1,4,8,0.92,4,-5,-11,0.99,-2,1
CC(C)CNC(=S)N(CCN(C)C)Cc1cc2cc3c(cc2[nH]c1=O)OCCO3,-5,-26,1.3,6,-12,8,0.97,-10,3
CCCCOc1ccc(C(=O)NCC(=O)OC2CCOC2=O)cc1 (stereo not given),6,14,0.86,-9,10,-11,0.92,-7,8
COc1cccc(C(=O)Nc2ccc(NC(=O)c3ccco3)c(Cl)c2)c1,-3,-13,1.1,18,-24,9,0.96,-8,4
O=C(NC1CCCC1)c1ccc(CS(=O)Cc2ccccc2Cl)o1 (stereo not given),9,-8,1.1,-6,-8,3,0.97,-5,3
COCCSc1ccccc1C(=O)Nc1nnc(C)s1,19,5,0.95,-21,19,-21,1,-3,0
CC1CCc2c(sc(NC(=O)C3c4ccccc4Oc4ccccc43)c2C(N)=O)C1 (stereo not given),-1,10,0.9,2,14,16,0.72,-3,28
CCOC(=O)C1CCN(C(=O)C2CCCCC2)CC1,-1,-18,1.2,-3,8,5,0.99,-11,1

# (listing goes on)
SMILES,TIM10 inh,hIAP inh,hIAP activ,NLRP3 yeast inh,tim10-1 inh,Apaf1 inhib,mIAP act,ATG4B inhibitor,mIAP block
OCCC1CN(Cc2cc(F)ccc2-n2cccn2)CCN1Cc1ccc(F)cc1 (stereo not given),-2,6,0.94,3,21,-23,1,12,-1
CCc1ccccc1NC(=O)C1CCN(S(C)(=O)=O)CC1,-13,-4,1,22,-15,-15,1,-7,0
Cc1c(C(=O)NC(=S)NCc2cccnc2)cccc1[N+](=O)[O-],-2,-2,1,0,8,-11,1,-4,-2
S=c1[nH]ncn1/N=C/c1cccs1,-2,6,0.94,-4,15,-26,1,-1,-4
O=C(c1ccc(-c2ccccc2)cc1)N1CCN(c2ccccc2)CC1,1,-16,1.2,38,1,8,0.94,-8,6
O=C(c1ccco1)N1CCN(S(=O)(=O)N2CCOCC2)CC1,13,-11,1.1,-11,19,-14,0.93,-8,7
COc1ccc(NC(=O)CSc2cccc3cccnc23)c(OC)c1,6,4,0.95,18,13,1,0.97,-2,3
COc1ccc(CCCc2nnc(SCc3nc4ccccc4c(=O)[nH]3)n2C)cc1C,-9,-9,1.1,-1,9,2,0.91,-8,9
O=C(CSc1ccccn1)Nc1nc2c(ccc3ccccc32)s1,32,-1,1,18,32,15,0.97,-12,3
CCN1C(=O)c2ccccc2S(=O)c2ccc(C(=O)N3CCN(C(=O)c4ccco4)CC3)cc21 (stereo not given),8,4,0.96,10,-5,-2,0.89,0,11
Cn1c(=O)c2nc(Cl)c(-c3ccccc3)nc2n(C)c1=O,-8,7,0.93,12,-23,-3,1,-2,-2
CC1(C)CC(=O)c2sc(NC(=O)CN3C(=O)CCC3=O)nc2C1,4,-3,1,-1,10,1,0.93,6,7
CC(=O)c1c(C)[nH]c(C(=O)N(CCc2ccccc2)Cc2ccccc2)c1C,23,4,0.96,-3,16,-1,0.93,-4,7
CC1CCN(CCC(=O)N2CCCc3c2c(=O)oc2ccc(O)cc32)CC1,1,-3,1,-13,9,2,0.97,5,3
COc1ccc(C(=O)Nc2nnc(S(=O)(=O)N(C)Cc3ccc(F)cc3)s2)cc1OC,7,23,0.77,-6,6,11,0.9,-1,10
COc1cccc(NC(=O)CCC2CCN(C(=O)c3sccc3C)CC2)c1,4,-16,1.2,2,2,-10,1,5,-4
Cc1ccc(NS(=O)(=O)c2ccc(NC(=O)CSc3ccc(Cl)cc3)cc2)c(C)c1,17,-8,1.1,-4,6,17,1.1,-7,-7
CC(OC(=O)CN1C(=O)NC(C)(C)C1=O)C(=O)c1ccccc1 (stereo not given),-7,12,0.88,-6,-5,-6,0.95,-1,5
COc1cc(CNC(C)C)ccc1OCC(=O)Nc1cccc2ccccc12,0,13,0.87,18,5,14,0.98,10,2
CN1CCN(S(=O)(=O)c2ccc(Cc3ccc(S(=O)(=O)N4CCN(C)CC4)cc3)cc2)CC1,4,-8,1.1,-3,5,7,1,-10,-2

# Compound activity: PubChem BioAssay, Sanford-Burnham Center for Chemical Genomics
